PrPC surface inh: inhibitors of human cell surface prion protein PrPC; P04156; TR-FRET read-out; inhibition, % at 13.8 µM; 0.43% of 370,000 active; AID 720596; in the data active means inhibition above about 24%; further: 0% = median of the test wells and 100% = reference compound wells
BoNT-A LC inh2: inhibitors of Botulinum neurotoxin A light chain protease | inhibition, % at 10 µM | 0.17% of 360,000 active | multiplex microsphere protease substrate cleavage, flow cytometry; further: plate controls were buffer without enzyme for full effect and enzyme alone for no effect
Anthrax LF prot: blocks Bacillus anthracis lethal factor protease; 0.12% of 360,000 active; AID 588501; multiplex microsphere protease cleavage assay, LF; P15917; inhibition, % at 10 µM; further: plate controls were buffer without enzyme for full effect and enzyme alone for no effect
TcdB GH inh: inhibitors of Clostridioides difficile toxin B glycohydrolase. AID 652162. 0.24% of 350,000 active. TcdB glycohydrolase enzymatic assay, plate reader. P18177. inhibition, % at 9.99 µM; in the data active means inhibition above about 10%
Y pestis TopoI: blocks Yersinia pestis topoisomerase I activity | activity, % at 10 µM | 0.064% of 360,000 active | Y. pestis Topo-I cleavage product accumulation, plate reader; in the data active means activity above about 50%, passing the limit was not always enough; inconclusive means no clear call, values can overlap the other calls; further: inactives centre near 2
PfHsp40 yeast: rescue of PfHsp40-mediated yeast toxicity. S. cerevisiae expressing PfHsp40, growth rescue, ATP luminescence. growth rescue, % at 12.5 µM. 0.68% of 340,000 active. AID 504582; in the data active means growth rescue above about 28%, passing the limit was not always enough; inconclusive means no clear call, values can overlap the other calls;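 further: yeast W303a lacking pdr1 and pdr3 grown in galactose medium; growth measured after three days at 30 °C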
PriA SSB inh: blocks PriA binding to SSB C-terminal tail | 0.6% of 430,000 active | inhibition, % at 33 µM | AID 1272365 | AlphaScreen SSBct-PriA binding, biotinylated peptide; in the data active means inhibition mostly above about 37%, no sharp cut-off; inactive means mostly below about 20%;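 further: plate controls were negative control peptide for no effect and reference peptide for full effect; strong numbers were not always called active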
Vc quorum ag: inducers of Vibrio cholerae quorum light production without autoinducers | 0.16% of 350,000 active | activation, % at 18.7 µM | V. cholerae BH1578 lux reporter, luminescence, 6 h | AID 588436; in the data active means activation mostly above about 9.7%, no sharp cut-off; inconclusive means no clear call, values can overlap the other calls; inactive means mostly below about 3.7%; further: not every result past the cut was called active; inactives centre near 0; reference of the scale not given here
SARS 3CLpro inh: SARS-CoV 3CLpro protease inhibition. 0.14% of 290,000 active. inhibition, % at 6 µM. recombinant SARS-CoV 3CLpro, quenched FRET peptide cleavage. AID 1706. P0C6X7; in the data active means inhibition above about 12%
* = called active by the depositor; i = inactive; ? = inconclusive; . = no result given. Unless noted, no stated cut-off is given here; in the data, active means inhibition above about 30%; inconclusive means no clear call, values can overlap the other calls; inactive means below that. Not all compounds are listed, so the mix of outcomes need not match the whole.

SMILES	PrPC surface inh	BoNT-A LC inh2	Anthrax LF prot	TcdB GH inh	Y pestis TopoI	PfHsp40 yeast	PriA SSB inh	Vc quorum ag	SARS 3CLpro inh
Cc1ccc(C)c(S(=O)(=O)N2CCN(C(=O)Cn3cnc4c3c(=O)n(C)c(=O)n4C)CC2)c1	-1	1.4	1	1.4	2	-1.1	12	i	-2
O=C(Nc1ccccc1Br)c1ccccc1-c1ccccc1	-6	-1.0	-4	.	-3	1.5	-53	-0.3	-1
Nc1ccc(C(=O)NNC(=O)C2COc3ccccc3O2)cc1[N+](=O)[O-] (stereo not drawn)	-30	1.0	-2	-0.7	-1	0.4	2	i	.
Cc1nc(S(=O)(=O)N2CCN(C3c4ccccc4-c4ccccc43)CC2)cn1C	2	-0.3	-3	-2.7	-3	.	-6	i	-2
C=CCNc1nc(NCCNC(C)=O)c2sc(-c3ccccc3)cc2n1	-7	0.4	0	0.4	3	.	.	0.8	.
Cc1cccc(NC(=O)COC(=O)c2ccc3nc(C)c(C)nc3c2)c1	3	-0.5	-5	-8.5	4	-0.1	0	-0.3	.
O=C1CC(C(=O)O)S/C(=N\NC(=O)c2ccccc2)N1 (stereo not drawn)	-3	0.1	-3	-3.5	-6	-0.4	.	i	5
CCN(CC)Cc1ccc(NC(=O)c2sc3cc(Cl)ccc3c2Cl)cc1	0	0.9	3	-2.0	2	-2.0	-3	-0.3	2
C/C=C/c1ccc(OCCCNCC(C)O)c(OC)c1 (stereo not drawn)	7	0.6	-2	.	-11	-1.6	0	i	-2
NC(=O)C1CCN(C(=O)c2cccc3ccccc23)CC1	-1	3.2	-16	-0.4	6	0.4	5	0.1	-3
Cc1ccc2c(c1)[C@@H]1[C@H](CO2)[C@H](c2ccccc2)[C@@]2(C)C(=O)N[C@H](C)C(=O)N12	7	-0.1	-4	1.4	0	1.5	-12	i	.
CCC1(CC)Cc2ccccc2-c2nc(NCCO)[nH]c(=O)c21	1	3.2	-1	.	19	0.5	-7	i	8
CNNC(=O)C(=O)NNS(=O)(=O)c1ccccc1	8	-0.2	-4	-23	4	-0.4	-9	-0.5	-1
Nc1nonc1-c1nc2ccccc2n1Cc1ccc(F)cc1Cl	0	0.3	0	.	12	0.2	-20	-1.0	0
COc1cccc(-c2cc(C(=O)NCCc3ccccc3)no2)c1	-6	7.3	0	.	-2	-0.4	-24	-1.0	1
CC(C)N(CC#CC(O)(c1ccccc1)c1ccccc1)C(C)C	-11	?	-9	-0.3	7	-0.9	-10	0.6	4
Cc1cccc(N(CC(=O)NC(C)(C)C)C(=O)CNC(=O)c2cccs2)c1	6	-1.4	-12	0.7	0	0.2	-16	i	-1
COc1ccccc1OCC(=O)Nc1cc2c(cc1C(=O)O)OCCCO2	0	1.7	-3	1.8	-2	-1.1	-8	i	1
CC(C)Cn1c(N)c(C(=O)COC(=O)c2c(O)c(Cl)cc(Cl)c2Cl)c(=O)n(C)c1=O	-7	1.2	0	0.6	-7	-1.0	-8	i	.
Cc1c(Br)cc(C(=O)N2CCCCCC2)c(C)c1C	-6	-0.3	2	.	30	0.5	-2	-0.3	-4
COC(=O)C1=C(c2cccc(OC)c2OC)C[C@@H]2CC[C@H]1N2C(=O)N1CCC(C)CC1	-5	0.4	0	5.9	29	-0.5	-13	i	.
O=C1O/C(=C/C(=O)N2CCOCC2)c2ccccc21	7	0.7	-4	.	-2	0.6	-4	0.4	2
CC(C)(O)C#Cc1ccccc1C(=O)NC(CC(N)=O)C(=O)O (stereo not drawn)	-6	-0.4	1	.	0	-0.7	-13	-0.3	-1
O=C(Cn1nnc(-c2ccccc2)n1)NNC(=O)c1ccco1	1	-1.1	-3	5.4	2	0.4	-6	1.7	0
COc1ccc(/C=C(\NC(=O)c2ccc(OC)cc2)C(=O)NC(CCSC)C(=O)O)cc1 (stereo not drawn)	-8	0.1	-2	.	3	-0.2	-2	i	2
O=C(CSc1n[nH]c(-c2ccccn2)n1)Nc1ccc(Cl)cc1	9	-3.5	-1	0.7	-5	0.0	-24	-0.5	-4
Cc1cnc(NC(=O)C2CCCO2)s1 (stereo not drawn)	-4	?	-2	-1.1	0	-1.6	-15	-2.6	2
CCn1c(SCC(=O)Nc2ccccc2C)nc2nc3c(cc2c1=O)COC(C)(C)C3	-3	?	-7	0.4	-8	0.8	-3	i	7
CCOc1ccc(NC(=O)NC2CCCc3ccccc32)cc1 (stereo not drawn)	1	-1.4	1	1.4	1	-0.9	6	-1.6	-3
COc1cc(C(=O)N2CCC(O)(c3ccccc3)CC2)cc(OC)c1OC	3	0.5	-1	.	5	0.7	-9	-0.6	3
N=C1c2ccccc2CN1c1ncccn1	-5	0.1	-8	-0.1	-5	-1.5	-28	-0.1	2
CS(=O)(=O)Nc1ccc(C(=O)CSc2nnc(C3CC3)n2C2CC2)cc1	2	2.2	2	-0.3	-13	-0.5	-13	-0.3	.
COc1ccc(C(CNC(=O)Cc2ccccc2Cl)N2CCCCC2)cc1 (stereo not drawn)	-9	-0.6	-7	1.1	14	1.6	-15	i	3
O=C(O)C(F)=C1c2ccccc2-c2ccccc21	-3	.	.	-0.4	8	.	-5	-0.4	.
Sc1nnc(-c2ccc(Cl)cc2)n1Cc1ccccc1	-8	-0.5	1	1.1	12	-0.2	.	-2.7	.
CC1CCCN(CCCOc2ccccc2-c2ccccc2)C1 (stereo not drawn)	4	-0.4	-4	1.4	17	0.5	1	i	1
CCOc1ccc(C(=O)Nn2cnnc2)cc1OCC	1	-1.2	-7	0.0	0	-0.1	-4	-0.6	7
COc1ccccc1-n1c(SCC(=O)Nc2ccccc2C)nc(O)cc1=O	1	-0.5	-2	.	1	0.1	-1	-0.5	4
CC(C)C(c1nnnn1C1CCCC1)N1CCCCC1 (stereo not drawn)	2	1.1	-5	.	0	-0.3	-21	i	3
CCN(CC)S(=O)(=O)c1ccc(Br)c(OC)c1	2	-1.3	-5	.	-2	-0.4	-2	-0.5	-4

Four consecutive entries already listed, quoted:
SMILES	PrPC surface inh	BoNT-A LC inh2	Anthrax LF prot	TcdB GH inh	Y pestis TopoI	PfHsp40 yeast	PriA SSB inh	Vc quorum ag	SARS 3CLpro inh
CCOc1ccc(C(=O)Nn2cnnc2)cc1OCC	1	-1.2	-7	0.0	0	-0.1	-4	-0.6	7
COc1ccccc1-n1c(SCC(=O)Nc2ccccc2C)nc(O)cc1=O	1	-0.5	-2	.	1	0.1	-1	-0.5	4
CC(C)C(c1nnnn1C1CCCC1)N1CCCCC1 (stereo not drawn)	2	1.1	-5	.	0	-0.3	-21	i	3
CCN(CC)S(=O)(=O)c1ccc(Br)c(OC)c1	2	-1.3	-5	.	-2	-0.4	-2	-0.5	-4

In another format: results already given.
SMILES | PrPC surface inh | BoNT-A LC inh2 | Anthrax LF prot | TcdB GH inh | Y pestis TopoI | PfHsp40 yeast | PriA SSB inh | Vc quorum ag | SARS 3CLpro inh
Nc1nonc1-c1nc2ccccc2n1Cc1ccc(F)cc1Cl | 0 | 0.3 | 0 | . | 12 | 0.2 | -20 | -1.0 | 0
COC(=O)C1=C(c2cccc(OC)c2OC)C[C@@H]2CC[C@H]1N2C(=O)N1CCC(C)CC1 | -5 | 0.4 | 0 | 5.9 | 29 | -0.5 | -13 | i | .

(continued)
SMILES	PrPC surface inh	BoNT-A LC inh2	Anthrax LF prot	TcdB GH inh	Y pestis TopoI	PfHsp40 yeast	PriA SSB inh	Vc quorum ag	SARS 3CLpro inh
C/C(=N\NS(=O)(=O)c1ccc([N+](=O)[O-])cc1)c1ccc(NC(=O)c2ccco2)cc1	-11	-0.9	5	0.8	3	-0.4	.	-0.3	5
Cc1ccc(-n2ncc3c(=O)[nH]cnc32)c(C)c1	-10	?	0	.	9	-0.6	2	-0.6	9
CCOC(=O)c1nn(-c2cccc(Cl)c2)c2nc(Nc3ccccc3)cc(=O)n12	4	0.3	-2	.	19	-0.4	-9	-0.2	-1
Cc1ccc2nc(/C(C#N)=N/O)[nH]c2c1	-1	0.1	2	.	1	0.5	.	i	-8
COc1ccc(NC(=O)C2CCC(=O)N2C(=O)OCc2ccccc2)cc1 (stereo not drawn)	6	0.3	-4	-0.6	4	1.2	2	i	1
O=C(OCc1cccnc1)C1=Cc2ccccc2OC1	2	-1.2	-11	-1.8	2	0.1	-7	-0.9	5
CCCCc1nc2ccc(S(=O)(=O)O)cc2[nH]1	-3	0.0	-8	-3.5	2	-0.8	-1	i	1
O=C(Nc1ccccc1C(=O)O)c1ccc(N2C(=O)C3CC=CCC3C2=O)cc1 (stereo not drawn)	1	-1.6	0	-0.1	5	0.8	2	-1.2	-4
Cc1nc(-c2ccc(C(=O)Nc3ccccc3F)cc2)cs1	6	0.0	0	2.4	1	-2.6	-5	-0.3	-4
CC(C)NC(=O)c1onc(CSc2ccc(F)cc2)c1C(=O)NC(C)C	-3	0.1	-2	3.9	3	0.6	-13	i	.
CC(=O)c1c(C)n(C)c2ccc(OC(=O)c3ccco3)cc12	0	-1.0	-1	.	6	8.1	-5	2.6	-1
COc1ccccc1OCCCCn1c(C(C)O)nc2ccccc21 (stereo not drawn)	-3	0.2	13	1.4	21	4.3	1	i	-1
Cc1ccccc1NC(=O)Cc1nnc(SCC(=O)Nc2ccccc2)n1C	4	-0.6	0	1.6	-8	0.3	-1	-0.2	4
Cc1ccc(C(=O)N/N=C/c2c(O)ccc3ccccc23)cn1	5	4.8	4	-7.8	-3	6.7	.	i	-7
c1ccc(C[C@H]2CN=C(Nc3ccccc3)N2CC2CCCCCC2)cc1	-6	0.2	-9	0.1	24	-0.2	1	-0.4	.
COC(=O)/C(=C/c1cccnc1)NC(=O)c1ccccc1	1	-3.8	-2	1.6	3	-0.9	-2	-0.1	-1
Cc1nc(N2CCOCC2)nc2c1CCCC2	4	0.1	-1	.	7	-1.3	-1	-0.6	2
C=CCn1c(=S)[nH]c2cc(C(=O)Nc3ccc(F)cc3)ccc2c1=O	4	-3.4	-2	-0.5	-7	-1.2	1	-0.4	-3
Cc1onc(-c2c(Cl)cccc2Cl)c1C(=O)Nc1ccc2c(c1)OCO2	-1	0.3	-5	0.7	1	-0.1	8	-0.4	-1
Cc1nc(-c2cccc(Br)c2)ccc1C(=O)O	0	-0.6	1	-0.4	-4	0.4	-1	1.6	-1
COc1ccc(NC(=O)Nc2ccc(OCC(=O)N3CCOCC3)cc2)cc1OC	6	-0.4	-3	1.1	5	0.5	-8	1.5	0
CS(=O)(=O)Nc1ccc(C(=O)NC2CCCCC2)cc1	-3	0.8	-4	0.3	-5	-1.1	9	-0.6	0
CC1(C)CC(=O)C2=C(C1)N=c1s/c(=C/c3ccc(F)c(F)c3)c(=O)n1C2c1ccc(F)cc1 (stereo not drawn)	-3	6.7	0	.	6	-0.4	.	i	3
CC1(C)CC(NC(=O)c2ccc(Br)o2)CC(C)(C)N1	-5	0.2	3	-0.3	4	-0.8	14	-0.3	-3
O=C(O)c1ccc(CNC(=O)c2ccccc2NC(=O)c2cccc([N+](=O)[O-])c2)cc1	-6	0.0	-1	1.5	1	0.2	-11	-0.4	2
O=C(O)Cc1ccc(Oc2ncc(C(F)(F)F)cc2Cl)cc1	4	-0.4	-7	0.0	7	0.3	-24	i	3
CC(=O)n1cc([C@@H]2C=C(C(=O)N3CCN(C)CC3)O[C@H](OCc3ccc(CO)cc3)C2)c2ccccc21	-2	-0.7	1	-0.7	22	0.3	0	-1.4	.
CC(C)(C)NC(=O)Cn1c(=O)c(=O)n(Cc2ccccc2)c2ccc(Cl)cc21	-1	-0.6	1	.	-2	-0.2	1	-0.7	0
Cc1cccc(C)c1-n1nnnc1C1(C)CCC(=O)N1c1ccc(N2CCOCC2)cc1 (stereo not drawn)	-9	-0.2	-6	1.3	.	.	.	.	.
Cc1ccc(CN2CC(C(=O)N3CCN(S(=O)(=O)c4ccc(C(C)C)cc4)CC3)CC2=O)cc1 (stereo not drawn)	6	2.4	-1	2.0	40	-0.5	2	i	.
CCN(CC)CCNC(=O)C(=O)NCC1OCCN1S(=O)(=O)c1ccc([N+](=O)[O-])cc1 (stereo not drawn)	-39	0.4	-2	1.1	-3	-0.5	-15	-0.4	-6
